Compound activity: PubChem BioAssay, Dana-Farber Cancer Institute and Novartis Institutes for BioMedical Research (Cambridge, Mass)
USP10 inh: human USP10 deubiquitinase inhibition | Q14694 | purified USP10, Ub-rhodamine fluorescence, 60 min | inhibition, % at 20 µM | 1.1% of 47,000 active
USP28 block: human USP28 deubiquitinase inhibition | Q96RU2 | purified USP28, Ub-rhodamine cleavage fluorescence, 30 min | inhibition, % at 25 µM | 3% of 47,000 active
USP17 block: inhibitors of human USP17 deubiquitinase; A8MUK1; purified USP17, Ub-rhodamine cleavage fluorescence, 3 h; inhibition, % at 50 µM; 6.5% of 47,000 active; AID 1645855
USP30 block: inhibitors of human USP30 deubiquitinase; Q70CQ3; 5.3% of 47,000 active; inhibition, % at 25 µM; purified USP30, Ub-rhodamine cleavage fluorescence
USP7 block: inhibitors of human USP7 deubiquitinase; Q93009; purified USP7, Ub-rhodamine cleavage fluorescence; inhibition, % at 20 µM; 0.3% of 47,000 active; AID 1645854
UCHL1 inh: inhibitors of human UCHL1 deubiquitinase. AID 1645859. inhibition, % at 20 µM. purified UCHL1, Ub-rhodamine cleavage fluorescence. 0.2% of 47,000 active
USP8 inh: blocks human USP8 ubiquitin-rhodamine cleavage. P40818. purified USP8, Ub-rhodamine cleavage fluorescence, 30 min. inhibition, % at 20 µM. 4.2% of 47,000 active. AID 1645853
Target sequence (P40818 whole entry, looked up): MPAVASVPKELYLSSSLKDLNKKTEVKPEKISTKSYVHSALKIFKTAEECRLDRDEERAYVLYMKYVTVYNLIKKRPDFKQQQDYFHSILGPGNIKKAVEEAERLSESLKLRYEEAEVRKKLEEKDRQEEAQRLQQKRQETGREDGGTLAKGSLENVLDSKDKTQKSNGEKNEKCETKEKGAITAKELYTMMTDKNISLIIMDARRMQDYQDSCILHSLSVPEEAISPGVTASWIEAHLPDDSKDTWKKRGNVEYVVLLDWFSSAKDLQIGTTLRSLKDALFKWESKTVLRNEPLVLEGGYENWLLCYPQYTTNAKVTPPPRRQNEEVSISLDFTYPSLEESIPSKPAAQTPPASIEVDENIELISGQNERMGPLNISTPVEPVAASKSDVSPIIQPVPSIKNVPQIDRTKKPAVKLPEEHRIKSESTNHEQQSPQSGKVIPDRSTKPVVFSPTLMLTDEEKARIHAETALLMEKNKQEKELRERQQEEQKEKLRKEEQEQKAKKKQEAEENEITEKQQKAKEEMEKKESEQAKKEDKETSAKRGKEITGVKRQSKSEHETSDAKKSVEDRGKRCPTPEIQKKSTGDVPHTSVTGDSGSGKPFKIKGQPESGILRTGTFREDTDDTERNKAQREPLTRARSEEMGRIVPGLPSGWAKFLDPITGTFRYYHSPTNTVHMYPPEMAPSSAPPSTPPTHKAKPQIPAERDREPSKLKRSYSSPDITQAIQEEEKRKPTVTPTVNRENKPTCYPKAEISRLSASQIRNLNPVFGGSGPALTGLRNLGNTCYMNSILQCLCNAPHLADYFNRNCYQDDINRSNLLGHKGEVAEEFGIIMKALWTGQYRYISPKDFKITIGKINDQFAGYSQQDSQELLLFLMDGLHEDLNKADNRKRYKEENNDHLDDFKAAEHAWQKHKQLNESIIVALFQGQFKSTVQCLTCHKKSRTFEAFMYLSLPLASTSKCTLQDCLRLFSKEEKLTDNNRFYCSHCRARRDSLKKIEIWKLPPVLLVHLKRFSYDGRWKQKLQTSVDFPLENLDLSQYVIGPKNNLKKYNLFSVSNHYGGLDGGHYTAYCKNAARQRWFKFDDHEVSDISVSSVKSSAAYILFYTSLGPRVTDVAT
OTUD3 inh: human OTUD3 deubiquitinase inhibition; 0.7% of 47,000 active; purified OTUD3, Ub-rhodamine fluorescence, 2 h; inhibition, % at 25 µM
The depositor's hits bear a star; · = not tested or not shown. No stated cut-off is given here; in the data, active means inhibition above about 30%; inactive means the rest.

| mol | USP28 block | USP7 block | UCHL1 inh | USP30 block | USP10 inh | USP17 block | USP8 inh | OTUD3 inh |
| --- | --- | --- | --- | --- | --- | --- | --- | --- |
| Cc1ccc(NC(=O)C2CCCN(S(=O)(=O)N3CCOCC3)C2)c(C)c1 (stereo not drawn) | -10 | 1 | -3 | -46 | -1 | -7 | 3 | 5 |
| CCCCc1c(C)nc2nc(N(Cc3ccccc3)C(C)=O)[nH]n2c1=O | 2 | 0 | 0 | 14 | -2 | 11 | 11 | 5 |
| COc1ccc(-c2nc(C)c(C(=O)NCc3ccc(S(N)(=O)=O)cc3)s2)cc1 | 17 | 2 | 1 | 19 | 9 | 57* | -71 | 8 |
| Cc1ccc(OC(=O)c2cn(-c3ccccc3)nc2-c2cccnc2)cc1 | -4 | 14 | 10 | 45* | 10 | 55* | -14 | 10 |
| O=S(=O)(NCc1ccc(F)cc1Cl)c1c[nH]c2ncccc12 | 2 | 1 | 3 | -2 | 3 | 2 | 0 | -6 |
| CCOC(=O)CSc1nc2cc(S(C)(=O)=O)ccc2n1C(C)C | 12 | -1 | 2 | 13 | 3 | 6 | 23 | 14 |
| Cn1nc(C(=O)N2CCCC2)c2c1CCN(C(=O)CCC(=O)NCc1ccccc1)C2 | 1 | -1 | -2 | 9 | 2 | 0 | -2 | 0 |
| Cc1ccc(C)c(S(=O)(=O)N2CCN(C(C)c3nc4ccccc4c(=O)[nH]3)CC2)c1 (stereo not drawn) | -11 | 2 | 3 | -18 | -3 | -7 | 1 | -8 |
| CCN1C[C@H]2C3(CCN(C(=O)COC)CC3)CC[C@@]2(C(=O)N2CCCC2)C1 | -31 | -9 | -10 | -103 | -9 | -36 | -20 | -28 |
| CNC(=O)c1[nH]c2cc(OC)ccc2c1Sc1ccc(Cl)cc1 | 13 | 2 | 0 | 0 | -2 | -1 | -17 | -5 |
| O=C(COc1ccc(F)cc1F)N1CCCC(c2[nH]nc3nccnc23)C1 (stereo not drawn) | -5 | -1 | 0 | -12 | -4 | -7 | -193 | 0 |
| CC(C(=O)Nc1ccccc1F)C1CCN(C(=O)Nc2ccc(F)cc2)CC1 (stereo not drawn) | -3 | -4 | 0 | 1 | -1 | -19 | 4 | 8 |
| CCOC(=O)c1nc(Nc2ccc3c(c2)OCO3)c2ccccc2n1 | -14 | 0 | -3 | -18 | 2 | · | -20 | -13 |
| Cc1ccccc1S(=O)(=O)N1CCC(n2cnc3ccccc3c2=O)CC1 | -5 | 1 | -1 | -3 | 1 | -4 | 1 | -5 |
| Cc1cc(NC2CC3(CCN(S(=O)(=O)c4cccnc4)C3)C2)ncn1 (stereo not drawn) | 0 | 0 | -1 | -2 | 0 | 0 | -1 | 0 |
| O=C(NCC1CCCO1)c1ccc2c(c1)S(=O)(=O)c1ccccc1C2=O (stereo not drawn) | 2 | 1 | 0 | 16 | 0 | -7 | 1 | 8 |
| Cc1cc(C)n2nc(CN(C(=O)COc3ccccc3)c3cccc(Cl)c3)nc2n1 | 12 | -7 | 1 | -7 | -6 | 2 | 0 | 6 |
| COc1ccc(Br)cc1CNC(=O)c1cc2occc2n1C | -17 | -28 | -9 | -117 | -13 | 2 | -47 | -17 |
| O=C(C1CCN(c2nccnc2Sc2ccccc2)CC1)N1CCC2(CC1)OCCO2 | 7 | 2 | 2 | 14 | -1 | 9 | 6 | 17 |
| COc1cc2c(cc1OC)C(c1cccs1)N(CC(=O)Nc1cc(C)on1)CC2 (stereo not drawn) | 1 | -2 | 2 | -20 | -4 | -1 | 5 | 6 |
| CCOc1cc(CNC(=O)CC2CCN(S(=O)(=O)c3ccccc3)CC2)ccc1OC | -7 | 0 | -3 | -9 | -1 | -11 | -8 | -4 |
| COc1ccc(C(c2c[nH]c3ccccc23)c2c[nH]c3ccccc23)c(OC)c1 | -66 | -30 | -24 | -216 | -6 | -39 | -29 | -53 |
| Cc1c(CCC(=O)N2CCCC(c3ccc4cn[nH]c4n3)C2)cnn1C (stereo not drawn) | 12 | 3 | 1 | 12 | 1 | 12 | -20 | 17 |
| COc1ccc(Oc2cc3n(c(=O)n2)CCc2cc(OC)c(OC)cc2-3)cc1 | -123 | -11 | -17 | -175 | -6 | -46 | -76 | -164 |
| O=C(c1ccccc1Cl)N1CCCC(c2nnc3ccccn23)C1 (stereo not drawn) | -25 | -2 | -5 | -51 | -9 | -28 | -24 | -24 |
| Cc1sc2ncnc(OCc3ccc(F)cc3Cl)c2c1C | 58* | -22 | 0 | -5 | -7 | 14 | 20 | 13 |
| CCCOC(=O)c1cc(NC(=O)c2ccc(C(C)C)cc2)ccc1N1CCOCC1 | 11 | 8 | 8 | -10 | 8 | 6 | 9 | 2 |
| Cn1c(N2CCCC(C(=O)NC3CCN(Cc4ccccc4)CC3)C2)cc(=O)n(C)c1=O (stereo not drawn) | -24 | -4 | -8 | -96 | -5 | -27 | -17 | -17 |
| Cc1nccn1Cc1nc(-c2cccc(F)c2)no1 | 0 | -3 | -2 | 1 | -1 | -7 | -2 | -8 |
| O=C(C[n+]1cc(-c2ccc(F)cc2)n2c1CCC2)c1cccs1 | 1 | 4 | 2 | 8 | 0 | 0 | -31 | -1 |
| CCc1ncc(CN2CCc3c(nc4cc(C(C)(C)C)[nH]n4c3=O)C2)cn1 | -5 | 5 | 2 | -3 | 0 | -8 | -87 | 3 |
| O=c1c2[nH]c3ccccc3c2ncn1CCC1=CCCCC1 | -31 | 6 | 2 | -7 | 16 | 1 | -18 | -1 |

3 compounds from above with just USP8 inh:
compound	USP8 inh
O=C(C[n+]1cc(-c2ccc(F)cc2)n2c1CCC2)c1cccs1	-31
O=c1c2[nH]c3ccccc3c2ncn1CCC1=CCCCC1	-18
O=C(c1ccccc1Cl)N1CCCC(c2nnc3ccccn23)C1 (stereo not drawn)	-24

Further results:
| mol | USP28 block | USP7 block | UCHL1 inh | USP30 block | USP10 inh | USP17 block | USP8 inh | OTUD3 inh |
| --- | --- | --- | --- | --- | --- | --- | --- | --- |
| N#Cc1c2n(c(=O)n(Cc3ccc(Cl)cc3)c1=O)CCC2 | -6 | -97 | -10 | -30 | -8 | -5 | 4 | -10 |
| Cc1ccccc1CN1C[C@@H]2[C@@H](C(=O)NCC(C)C)CCS(=O)(=O)[C@@H]2C1 | 5 | -3 | 1 | 18 | -1 | 0 | -7 | 7 |
| COc1ccc(C)cc1N1CCn2c1nc1c2c(=O)n(Cc2ccc(C)cc2)c(=O)n1C | 14 | 4 | 2 | 29 | -1 | 11 | 13 | 13 |
| O=C(O)c1ccc(CN(Cc2ccccc2)S(=O)(=O)c2ccc(Cl)cc2)cc1 | 13 | 5 | 4 | 3 | 10 | -3 | -12 | 6 |
| Cc1nc(-c2ncc(C)[nH]2)cc(C2CCN(C(=O)c3cccnc3)CC2)n1 | -21 | 2 | -1 | -15 | 0 | -12 | -2 | -40 |
| O=C(NCc1ccccc1F)C1CCCN(S(=O)(=O)N2CCCCC2)C1 (stereo not drawn) | 11 | 1 | 0 | 13 | 0 | 10 | 22 | 4 |
| Cc1ccc(OCCNC(=O)c2cc(=O)[nH]c3ccccc23)cc1 | 2 | 1 | 1 | -2 | 3 | 43* | 0 | 0 |
| Cc1ccc(C2C(C(=O)c3cccs3)=C(O)C(=O)N2CCN2CCOCC2)cc1 (stereo not drawn) | -5 | 2 | 0 | -40 | -5 | -38 | -213 | -4 |

4 compounds already listed, ordered by the value under UCHL1 inh, highest first:
| mol | USP28 block | USP7 block | UCHL1 inh | USP30 block | USP10 inh | USP17 block | USP8 inh | OTUD3 inh |
| --- | --- | --- | --- | --- | --- | --- | --- | --- |
| CCCOC(=O)c1cc(NC(=O)c2ccc(C(C)C)cc2)ccc1N1CCOCC1 | 11 | 8 | 8 | -10 | 8 | 6 | 9 | 2 |
| O=C(NCc1ccccc1F)C1CCCN(S(=O)(=O)N2CCCCC2)C1 (stereo not drawn) | 11 | 1 | 0 | 13 | 0 | 10 | 22 | 4 |
| Cc1nc(-c2ncc(C)[nH]2)cc(C2CCN(C(=O)c3cccnc3)CC2)n1 | -21 | 2 | -1 | -15 | 0 | -12 | -2 | -40 |
| Cn1nc(C(=O)N2CCCC2)c2c1CCN(C(=O)CCC(=O)NCc1ccccc1)C2 | 1 | -1 | -2 | 9 | 2 | 0 | -2 | 0 |

(listing goes on)
| mol | USP28 block | USP7 block | UCHL1 inh | USP30 block | USP10 inh | USP17 block | USP8 inh | OTUD3 inh |
| --- | --- | --- | --- | --- | --- | --- | --- | --- |
| CC(=O)Nc1ccc(C(=O)N2Cc3ccccc3OC3(CCN(C(C)=O)CC3)C2)cc1 | 0 | 0 | -1 | 9 | 1 | 5 | 2 | -1 |
| O=C(Nc1ccc2nc(CCc3ccccc3)[nH]c2c1)c1ccncc1 | 6 | 6 | 1 | 20 | -3 | 5 | 0 | 5 |
| O=C(O)Cc1ccccc1C(=O)Nc1ccc2c(c1)CCC2 | -4 | -2 | -3 | -2 | -1 | -1 | 0 | -3 |
| CC(CC(=O)OCC(=O)Nc1ccc2[nH]c(=O)[nH]c2c1)c1ccccc1 (stereo not drawn) | 31* | 2 | 0 | 16 | -2 | 17 | -41 | -2 |
| COc1ccc(-c2nc(-c3ccc(N4CCCCC4)cc3)no2)cc1OC | -23 | -31 | -4 | -78 | -5 | -103 | 0 | -18 |
| Cn1ccc(-c2cc(C(=O)N3CCC(O)CC3)c3ccccn23)n1 | -85 | 2 | -2 | -395 | -6 | -90 | -57 | -66 |
| CC(OC(=O)c1ccc2c(c1)CCC2)C(=O)Nc1sccc1C(N)=O (stereo not drawn) | -13 | -4 | -2 | -39 | -4 | -12 | 7 | -2 |
| Cn1cc(CN2CCC3(CC2)Nc2cc(Cl)ccc2C2=NCCN23)cn1 | -10 | 0 | -1 | -32 | -4 | -4 | -4 | -1 |
| CC(=O)N1[C@@H](CNC(=O)Cc2ccccc2F)C[C@@]2(C)[C@@H](O)CCCC[C@@H]12 | 0 | 4 | 2 | 10 | 2 | 15 | 12 | 10 |
| NC(=O)COC(=O)c1ccc(-c2ccc3c(c2)OCCO3)s1 | 12 | -8 | -1 | -3 | -4 | 10 | -77 | 7 |
| Cc1ccc(-n2nc(C(=O)NCc3ccccn3)cc2-c2cccnc2)cc1 | 4 | 2 | 0 | 3 | 2 | -5 | -17 | 2 |
| COc1ccc(CNC(=O)C2CCCN(C(=O)c3cc(-c4ccccn4)n[nH]3)C2)cc1 (stereo not drawn) | -9 | 0 | -6 | -17 | -10 | -43 | -192 | -13 |
| Fc1ccc2nc(CN3CCCCC3)cn2c1 | · | 5 | 3 | · | 0 | -9 | -1 | 2 |
| CCOC(=O)c1ccc(N2CCN(C(=O)c3ccccc3)CC2)c(NC(=O)COc2ccc(Cl)c(C)c2)c1 | 6 | 2 | 1 | 4 | -2 | 6 | 11 | 0 |
| CCc1nc(N2CCCC2=O)sc1C(=O)Nc1ccccc1 | 22 | 1 | 2 | 0 | 13 | · | 3 | 0 |
| N#Cc1ccc(S(=O)(=O)N2CCN(C(=O)C3CCCCC3)CC2)cc1 | 0 | -4 | 0 | 1 | 0 | -1 | 0 | 0 |
| O=C(Cn1cc(S(=O)(=O)N2CCOCC2)ccc1=O)Nc1ccc(F)c(F)c1 | 15 | -11 | 0 | 18 | 2 | 7 | 14 | 16 |
| COc1cccc(NC(=O)N2CC[C@H]3NC(=O)[C@H](Cc4ccccc4)N(C)C(=O)[C@H]32)c1 | 16 | 6 | 4 | 26 | 1 | 19 | 28 | 13 |
| Cc1cccc(-c2cc3n(n2)CCCN(C(=O)c2ccccn2)C3)c1 | -5 | 0 | 0 | 1 | 0 | -1 | -1 | 0 |
| CC(=O)OCCc1c(C)nc2c(C#N)cnn2c1N1CCCC1 | -7 | -10 | -2 | -8 | -2 | -8 | -4 | 0 |
| CCOc1c(OC)cccc1C1CN2C(=O)CN(Cc3ccco3)C(=O)[C@]2(C)c2[nH]c3ccccc3c21 (stereo partly drawn) | -39 | -1 | 4 | -81 | -3 | -17 | -34 | -8 |
| COc1ccc2cc(C(=O)COC(=O)CCc3ccc(S(=O)(=O)N4CCCCC4)cc3)ccc2c1 | 3 | 6 | 0 | -27 | -2 | 28 | -6 | -31 |
| CCN1CCN(C(=O)Cn2c(C)ccc(NC(=O)c3ccccc3)c2=O)CC1 | -5 | 0 | -2 | -2 | 0 | -4 | 2 | 1 |
| COc1ccccc1CNC(=O)c1ccc2ncnc(N3CCOCC3)c2c1 | 13 | 5 | 0 | 15 | -3 | · | 12 | 12 |
| Cn1c(CCNC(=O)c2ccco2)nc2cc([N+](=O)[O-])ccc21 | 12 | -2 | 0 | 27 | 3 | -4 | -84 | 16 |
